# Screening data as filed in PubChem.
# Bcl-xL primary: Bcl-xL (human) inhibition; Q07817; GST-Bcl-xL / FITC-Bim BH3 peptide fluorescence polarization; inhibition, % at 10.9 µM; 0.7% of 320,000 active; AID 2129;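 active = inhibition above the mean of all tested compounds plus 3 SD, cutoff set per campaign, cut at about 30% in these data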;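 also: 0% = DMSO wells and 100% = unlabeled Bim-BH3 peptide competitor; inhibitors lower millipolarization by displacing the labeled peptide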
# MEX-5 binding: C. elegans MEX-5 TCR-2 RNA binding activity | Q9XUB2 | MEX-5/FITC-TCR2 RNA binding, fluorescence polarization; active compounds read low | activity score (negative = inhibition of binding), % at 10 µM | 0.38% of 300,000 active | AID 1832;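 active = inhibition past about -25% in most replicates, and total fluorescence under double the plate's negative control median, limit read from the data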;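 also: 0% = DMSO and -100% = 5 µM competing unlabeled TCR2 RNA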
# Target sequence (Q9XUB2 whole entry, looked up): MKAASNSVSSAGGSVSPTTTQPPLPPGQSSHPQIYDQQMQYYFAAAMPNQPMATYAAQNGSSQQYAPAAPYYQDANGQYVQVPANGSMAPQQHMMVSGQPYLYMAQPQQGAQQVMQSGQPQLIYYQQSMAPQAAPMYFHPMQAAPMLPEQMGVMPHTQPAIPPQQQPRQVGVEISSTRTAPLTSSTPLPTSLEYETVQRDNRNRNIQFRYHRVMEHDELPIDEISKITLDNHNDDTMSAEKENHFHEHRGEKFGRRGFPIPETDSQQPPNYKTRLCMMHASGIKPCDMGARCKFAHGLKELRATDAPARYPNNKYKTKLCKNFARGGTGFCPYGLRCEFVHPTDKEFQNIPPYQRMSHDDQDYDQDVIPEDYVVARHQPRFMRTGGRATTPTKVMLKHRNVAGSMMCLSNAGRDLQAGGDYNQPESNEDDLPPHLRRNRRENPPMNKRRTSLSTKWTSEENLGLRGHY
# GSTO1 inh: GSTO1 inhibition, counter-screen for RBBP9 inhibitors. P78417. recombinant GSTO1, activity-based probe fluorescence polarization. inhibition, % at 5.96 µM. 1.1% of 300,000 active. AID 1974;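 active = inhibition above the campaign mean inhibition plus 3 SD, cut at about 35% in these data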;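 also: 0% = GSTO1-1 with DMSO and 100% = wells lacking GSTO1-1 enzyme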
# Target sequence (P78417 whole entry, looked up): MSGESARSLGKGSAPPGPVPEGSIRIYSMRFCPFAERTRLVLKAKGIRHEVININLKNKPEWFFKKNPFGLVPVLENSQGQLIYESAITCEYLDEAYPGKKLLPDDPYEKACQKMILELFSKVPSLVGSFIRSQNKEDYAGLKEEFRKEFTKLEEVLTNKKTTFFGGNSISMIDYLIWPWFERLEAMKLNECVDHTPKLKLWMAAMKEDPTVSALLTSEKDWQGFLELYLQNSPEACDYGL
# Fam108B counter: blocks mouse Fam108B hydrolase in RBBP9 counter-screen; recombinant Fam108B, FP-Rh probe fluorescence polarization; inhibition, % at 9.51 µM; 0.33% of 300,000 active;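 active = inhibition above the screen mean inhibition plus 3 SD, computed separately per campaign, cut at about 18% in these data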;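 also: inhibitors lower polarization as less probe binds the enzyme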
# PME-1 primary: blocks human protein phosphatase methylesterase 1 | recombinant PME-1, FP-Rh probe fluorescence polarization | 0.53% of 320,000 active | inhibition, % at 5.9 µM | Q9Y570;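 active = inhibition above the campaign mean of all compounds plus 3 SD, cut at about 26% in these data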;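 also: competitive labeling of PME-1 active site by serine hydrolase directed probe; 0% = PME-1 with DMSO and 100% = wells lacking PME-1 enzyme; inhibitors block probe labeling so polarization falls and inhibition rises; many of its hits are not listed in these tables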
# Target sequence (Q9Y570 whole entry, looked up): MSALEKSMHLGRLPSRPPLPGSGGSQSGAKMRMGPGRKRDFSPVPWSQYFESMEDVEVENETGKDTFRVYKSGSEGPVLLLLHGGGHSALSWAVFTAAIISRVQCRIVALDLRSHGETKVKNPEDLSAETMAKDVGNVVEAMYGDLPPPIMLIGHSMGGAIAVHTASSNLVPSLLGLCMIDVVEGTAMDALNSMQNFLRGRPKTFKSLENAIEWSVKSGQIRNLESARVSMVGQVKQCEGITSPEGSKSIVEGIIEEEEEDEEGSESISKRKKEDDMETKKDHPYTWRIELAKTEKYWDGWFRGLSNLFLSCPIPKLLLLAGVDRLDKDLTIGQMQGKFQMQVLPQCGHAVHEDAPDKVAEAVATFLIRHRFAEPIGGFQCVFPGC
# GLD-1 TGE inh: GLD-1-TGE RNA interaction inhibition (C. elegans); inhibition, % at 5.96 µM; 0.44% of 320,000 active; purified GLD-1 + fluorescein TGE RNA, fluorescence polarization;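 active = percent inhibition above a per-plate cutoff, the plate mean of test compounds plus 3 SD, cut at about 30% in these data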;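 also: 0% = DMSO wells with GLD-1 and probe and 100% = wells lacking GLD-1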
# MCL1 BIM primary: disrupts human MCL1 binding to BIM-BH3 peptide | inhibition, % at 10.9 µM | AID 2057 | Q07820 | GST-MCL1 / FITC-Bim-BH3 fluorescence polarization | 0.68% of 320,000 active;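 active = inhibition above the mean inhibition of all tested compounds plus 3 SD, set per campaign, cut at about 40% in these data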;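 also: 0% = DMSO wells and 100% = unlabeled Bim-BH3 peptide control; higher means more loss of mP so more displacement of Bim peptide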
# PAD4 inh: blocks human protein arginine deiminase 4; recombinant PAD4, RCA probe fluorescence polarization; AID 485272; Q9UM07; inhibition, % at 6.36 µM; 0.41% of 330,000 active;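 active = percent inhibition above a cutoff equal to the mean of all tested compounds plus 3 SD, cut at about 15% in these data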;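 also: 0% = PAD4 with RCA probe and DMSO and 100% = probe without PAD4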
# TPT1 inh: C. albicans TPT1 enzyme inhibition; 0.81% of 300,000 active; inhibition, % at 5 µM; recombinant caTPT1, FP RNA substrate dephosphorylation;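 active = inhibition above the mean of all tested compounds plus 3 SD, set per screening campaign, cut at about 24% in these data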;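 also: plate controls were DMSO alone for no effect and ferristatin control at 100 nM for full effect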
# An asterisk follows results filed as active; nt = no result given. A portion of the library; the hit share may differ from the screen's.
# Every second line gives: TPT1 inh	Fam108B counter	GLD-1 TGE inh	MEX-5 binding	PAD4 inh	PME-1 primary	MCL1 BIM primary	Bcl-xL primary	GSTO1 inh
CCOc1cc(C(=O)Nc2ccc(NC(C)=O)cc2)ccc1OCC(=O)N1CCCCC1
→ 1	1	3	0.7	-2	0	-4	7	5
CN(C)N1C(N)=C(C#N)C(c2ccc(Cl)cc2)C2=C1CCCC2=O (configuration not stated)
→ -4	5	-3	0.2	1	-2	8	10	1
CC(=C1C(=O)c2ccccc2C1=O)N1CCN(CCN=CC2=C(O)CC(C)(C)CC2=O)CC1
→ -1	4	-3	-2.0	-1	5	11	16	3
c1csc(-c2nn3cnnc3c3ccccc23)c1
→ -2	7	-2	0.1	0	0	0	7	2
CC(C)CNC(=O)C(=O)NCCCN1CCOCC1
→ 0	-1	2	-0.1	-1	1	-3	0	2
Cc1ccccc1-c1nn(-c2ccc(F)cc2F)cc1CNCCN(C)C
→ -1	-1	6	3.4	-1	5	6	4	12
Cc1[nH]nc2c1C(c1ccc(OC(=O)c3ccco3)cc1)C(C#N)=C(N)O2 (configuration not stated)
→ -3	-6	-10	2.4	-2	5	12	7	1
CN1C=C(C(F)(F)F)C=C/C1=C(\C#N)c1nnc2n1CCCCC2
→ 2	-5	-6	-0.8	-3	3	-2	-3	0
CCCCn1c(SC(C)C(=O)NCC2CCCO2)nc2cc(C(=O)OC)ccc2c1=O (configuration not stated)
→ 1	1	16	4.0	-2	3	0	1	-3
O=C(CCCc1nc(-c2ccccc2)no1)NC1CCCC1
→ -4	1	7	1.2	0	6	-2	4	5
Cc1ccc(NS(=O)(=O)c2cccc(C(=O)NCC3CCCO3)c2)cc1 (configuration not stated)
→ -1	2	2	-0.6	-3	5	4	4	5
CSc1n[nH]c2nc3c(c(=O)n12)C1(CCCCC1)Cc1ccccc1-3
→ 0	11	5	0.5	1	-1	15	12	-58
Clc1nssc1=Nc1nncs1
→ nt	nt	4	nt	-3	1	22	12	nt
Cc1ccc(C2=NN(CC(=O)NCc3ccccn3)C(=O)CC2)cc1
→ 2	5	22	0.0	-1	4	1	-1	-5
Cc1cc(C)c(Cn2cnc(-c3ccc([N+](=O)[O-])cc3)c2)c(C)c1
→ 5	-4	3	-1.6	-10	4	5	1	1
CCOc1ccc(NCc2nc3ccccc3n2CCOc2ccccc2)cc1
→ -4	9	10	-1.1	-1	13	10	8	4
CC(C)(C)C1=Nn2c(nnc2-c2ccccn2)SC1
→ 3	-4	7	0.0	-3	-8	-6	1	12
Cc1ccc(C(=O)O)cc1NC(=O)CN1C(=O)C2C3c4ccccc4C(Br)(c4ccccc43)C2C1=O (configuration not stated)
→ 2	1	-4	-0.5	4	-7	12	0	1
COc1cccc(CC(=O)OCC(=O)NC(Cc2ccccc2)C(C)=O)c1 (configuration not stated)
→ -2	0	2	1.1	7	9	0	4	5
O=c1nc(-c2ccccc2)c2cc(Cl)ccc2[nH]1
→ -1	-2	1	0.1	-2	2	1	-20	4
CCCCc1cc(=O)oc2cc(OCC(=O)N3CCc4ccccc43)ccc12
→ 2	2	5	-0.6	-9	-2	5	7	3
CC(NC(=O)c1ccco1)C(c1cccs1)N1CCN(c2ccc(F)cc2)CC1 (configuration not stated)
→ 2	-1	-1	3.9	3	-6	4	3	4
O=C(C1CCCO1)N1CCN(S(=O)(=O)c2ccccc2)CC1 (configuration not stated)
→ 2	3	-2	-4.3	-4	-7	-2	-3	5
C=CCN(CC=C)C(=O)COC(=O)c1n[nH]c2ccccc12
→ 1	2	8	2.0	-5	0	-1	-1	-7
COc1ccc(-c2nc(SCc3ccccc3)n(S(C)(=O)=O)n2)cc1
→ -2	-3	6	2.1	-2	-8	9	3	-5
O=C(Nc1cc(Cl)ccc1-n1cncn1)C1CC1
→ 0	5	0	1.9	1	1	-15	-12	-5
CCn1c(N2CCN(S(=O)(=O)c3ccccc3)CC2)nc2ccccc21
→ -1	-1	4	0.5	0	6	-9	-5	3
Cc1cc(C)c2c(c1)/C(=N/NC(=O)c1cc(C)oc1C)CCC2
→ -4	-5	2	-0.9	-1	-3	2	3	2
COc1cc(OC)cc(C(=O)NC(=S)NNC(=O)Cc2cccs2)c1
→ -1	1	-1	-1.1	7	-1	11	2	-6
O=C(O)CNC(=O)c1ccc(S(=O)(=O)N2CCOCC2)cc1
→ -1	-1	6	-1.3	-2	4	-2	1	4
COc1ccc(/C=C2\SC(=S)N(CCC(=O)Nc3ccccn3)C2=O)cc1OC
→ 1	-1	-2	-2.4	-5	-3	9	0	0
CSc1cccc(NC(=O)CN(C2CCCCC2)S(C)(=O)=O)c1
→ -2	3	6	-2.3	1	-4	5	5	6
O=C1C=C(c2cccc(Cl)c2)C[C@@H](c2ccc(F)cc2)C1
→ nt	nt	-3	nt	3	-2	5	2	nt
Cc1ccccc1C1C(C#N)=C2N=C(N)c3c(sc4c3CCCCC4)N2C2=C1C(=O)CC(C)(C)C2 (configuration not stated)
→ -4	9	48*	-2.4	-3	-3	54*	55*	8
Cc1ccc(S(=O)(=O)N2CCOCC2)cc1NC(=O)c1cc([N+](=O)[O-])ccc1N1CCOCC1
→ 1	1	6	2.4	2	2	-5	-2	-2
CCCc1n[nH]c(=O)c2c1nnn2Cc1ccccc1F
→ -1	0	1	-5.8	3	7	4	7	0
CCN=C(Nc1ccc2c(c1)OCO2)SC1CC(=O)N(c2ccccc2F)C1=O (configuration not stated)
→ 0	4	11	0.2	0	3	4	3	-5
NC(=O)c1c(NC(=O)c2ccc(N3C(=O)CCC3=O)cc2)sc2c1CCCC2
→ nt	nt	-6	nt	10	-9	10	16	nt
O=C(CCCN1C(=O)c2cccnc2Oc2ccc(Cl)cc21)N1CCCCC1
→ -3	3	4	0.2	0	1	0	5	8
Cc1cccc(Nc2cc(C)c3c(O)cccc3n2)c1C
→ 2	1	4	-0.1	1	3	1	3	-3
CCN(CC(=O)Nc1cc(Cl)ccc1C)C(=O)CCOc1ccc(C)cc1
→ 3	4	2	0.3	-1	5	-16	-17	6
COc1ccc(NC(=O)NCCCCc2ccccc2)cc1OC
→ -4	6	-2	0.9	-5	7	3	2	0
Cc1nn(Cc2ccccc2)c(C)c1C(=O)OCC(=O)c1cc(C)n(CC(F)(F)F)c1C
→ -3	-2	0	-0.8	-4	-5	-6	4	-6
Cc1cccc(NC(=O)CCCN2C(=O)C3CC=CCC3C2=O)c1 (configuration not stated)
→ -1	5	0	0.8	-8	3	0	0	-3
CC1CCN(c2ccc(N3C(=O)C4CCCCC4C3=O)cc2[N+](=O)[O-])CC1 (configuration not stated)
→ 1	2	9	-0.4	0	-3	7	7	5
Cc1nc2ccc(Nc3ccncc3)cc2s1
→ 5	-1	-5	1.4	0	-3	-5	7	-5
CCc1cc(C(=O)Nc2ncccc2O)sc1C
→ 1	2	4	-0.6	0	5	2	4	4
Cc1cc(C(=O)COC(=O)CNC(=O)c2ccc(F)cc2)c(C)n1Cc1ccco1
→ 1	-2	0	-0.1	0	-2	2	2	2
CC(=O)N(c1ccc(N(C(C)=O)S(=O)(=O)c2ccccc2)cc1)S(=O)(=O)c1ccccc1
→ 1	-3	7	0.0	1	22	5	-2	-2
O=c1[nH]n(-c2ccc(F)cc2)c2ncccc12
→ -8	0	4	-0.6	-1	6	9	4	-1

# Later entries:
# Every second line gives: TPT1 inh	Fam108B counter	GLD-1 TGE inh	MEX-5 binding	PAD4 inh	PME-1 primary	MCL1 BIM primary	Bcl-xL primary	GSTO1 inh
Cc1cc(C(=O)NCc2ccc(Cl)cc2)n(-c2ccccc2)n1
→ -3	-2	-1	3.0	-1	-2	3	2	7
CCCCNc1cc(F)nc(N)n1
→ -2	-5	11	0.1	-3	-5	21	15	7
Cc1ccc(C(=O)C2=C(O)C(=O)N(c3ncccn3)C2c2ccc(Cl)cc2)o1 (configuration not stated)
→ 0	-3	-1	-4.5	-4	4	11	13	-7
COc1ccc(C(=O)O)cc1F
→ -2	-1	5	0.1	-1	-4	-3	-2	5
COc1ccc(Cl)cc1NS(=O)(=O)c1cccc(C(=O)NCC(C)(C)N2CCOCC2)c1
→ nt	nt	0	nt	-3	3	4	4	nt
COc1ccc(-c2cc(=O)oc3cc(OC(C)C(=O)NCCCn4ccnc4)ccc23)cc1 (configuration not stated)
→ 1	-1	-1	1.1	-3	14	0	2	0
CC(C(=O)Nc1ccc(C#N)cc1)N(C)CC(=O)Nc1cccc(F)c1 (configuration not stated)
→ 0	5	0	0.3	-4	-1	-2	1	10
C[C@H]1CN=C(Nc2ccccc2)N1CC1CCCCCC1
→ -3	8	10	3.2	-5	0	2	1	2
CCN(CC)c1ccc(NC(=O)OC)cc1
→ 12	-1	-6	1.1	-9	-4	-13	-4	-6
CC1CCN(S(=O)(=O)c2ccc3[nH]c(=O)[nH]c3c2)CC1
→ -1	-1	-1	0.2	-3	-5	6	1	2
OCc1nc2ccccc2n1Cc1ccc(Cl)cc1
→ 2	1	5	1.0	0	1	9	6	5
O=C(C1CCCN(S(=O)(=O)c2ccc(F)cc2)C1)N1CCCCC1 (configuration not stated)
→ -1	0	0	0.5	3	2	3	2	15
Cc1ccc(C(=O)NCC(=O)NCC(c2cccs2)N2CCOCC2)cc1C (configuration not stated)
→ 0	-3	1	0.7	-2	1	7	6	4
COc1ccccc1C1N=C(c2ccccc2C)NO1 (configuration not stated)
→ 1	4	-3	-0.5	-5	1	0	-7	6
O=C(c1ccccc1)c1ccc2nc(Nc3ccccc3)c3nncn3c2c1
→ 3	-2	4	-0.8	-4	-3	-2	-2	-13
COc1ccccc1CNC(=O)COC(=O)c1ccc(N2CCCC2=O)cc1
→ nt	nt	0	nt	6	5	-20	-6	nt
Cc1ccc2nc(-c3ccncc3)cc(C(=O)NCCc3ccc(F)cc3)c2c1
→ 1	-3	5	-2.0	3	-2	3	2	-6
CCOc1c2ccc(C(=O)NCCc3ccc(C)cc3)cc2nn1CC
→ -2	1	10	1.3	2	6	1	-2	2
Cc1cccc[n+]1CC(=O)Nc1cccc([N+](=O)[O-])c1
→ -2	4	-1	0.7	-3	5	2	9	4
Cc1nnc(NCCc2ccccc2)[nH]c1=O
→ -3	1	3	-1.3	-3	3	4	6	5
CCOc1ccc(C2=C(C=Nc3c(C)n(C)n(-c4ccccc4)c3=O)C(c3ccc(F)cc3)c3ccccc3O2)cc1 (configuration not stated)
→ 5	0	0	2.4	2	0	3	3	-7
S=C(Nc1ccc(Nc2ccccc2)cc1)N1CCN(c2ncccn2)CC1
→ 1	5	0	-3.5	0	6	0	1	-9
COC(=O)c1ccc(CN2C(=O)NC3(CCC(C)CC3)C2=O)o1 (configuration not stated)
→ -6	11	-2	-1.0	1	-2	3	4	10
COc1ccc(NC(C)=O)cc1NC(=O)CSc1nnc(-c2cccnc2)n1C
→ 2	2	6	1.2	-2	-4	6	6	0
O=S(=O)(c1cccc2cccnc12)N1CCN(c2ccccn2)CC1
→ -6	0	2	-2.1	-3	12	3	6	1
O=C(Nc1c(C(=O)N2CCC(N3CCCCC3)CC2)oc2ccccc12)c1ccc(F)cc1
→ -2	-2	2	1.0	2	0	3	7	0
COc1ccccc1CC1(C)NC(=O)N(CC(=O)Nc2cc(C)on2)C1=O (configuration not stated)
→ 0	2	-7	-0.3	3	1	1	3	0
COc1ccc(CN2CCNC(=O)C2CC(=O)NCC(C)(C)N2CCOCC2)cc1C (configuration not stated)
→ -4	2	7	-1.1	-1	-3	3	14	-7
